# SR-BI HDL uptake: mouse SR-BI HDL lipid transfer inhibition; hit rate 0.96% among 320,000; ldlA[mSR-BI] CHO cells, DiI-HDL uptake fluorescence, 3 h; inhibition, % at 12.5 µM;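 active means mean replicate inhibition of at least 70% and a set share of replicates each scoring 70 or more; inconclusive means meets just one of the two criteria; inactive means fails both criteria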;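 further: 0% = median of neutral control wells and 100% = median of positive control wells; values of inactives mirror those of a sister screen read the other way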
# MITF TRPM1 HTS: activators of MITF-driven TRPM1 promoter activity in SK-MEL-5 cells; SK-MEL-5 TRPM1-promoter luciferase, 24 h; % of positive control, neutral wells = 0; activation, % at 12.5 µM; hit rate 0.75% among 300,000;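 active means mean activation of at least 80% with every replicate also reaching 80%; inconclusive means mean reaches 80% but some replicate falls short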;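 further: 0% = neutral control wells and 100% = parthenolide positive control wells; values of inactives mirror those of a sister screen read the other way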
# CAL PDZ FP-1: human CAL PDZ-peptide interaction inhibition. purified CAL PDZ, TMR-peptide fluorescence polarization, 1 h. inhibition, % at 20 µM. hit rate 0.02% among 330,000. AID 504414;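 active means highest replicate inhibition of at least 40%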;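 further: plate controls were DMSO neutral control wells for no effect and unlabeled competitor peptide control wells for full effect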
#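 Material: tagged CAL PDZ domain; buffer or medium: 25 mM sodium phosphate pH 7.4, 150 mM NaCl, TCEP, IgG, Thesit; compound dosing: single point, 20 µM; schedule: 1 h incubation at room temperature before polarization reading; measured by: FP readout, S and P plane fluorescence; read-out basis: percent inhibition from loss of millipolarization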
# dFosB activator: mouse delta FosB homodimer activation | hit rate 0.99% among 340,000 | purified delta FosB, TAMRA-CDK5 oligo fluorescence polarization; percent of positive-control signal above neutral wells | AID 493131 | activation, % at 25 µM;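 active means mean activation above about 17%, with every replicate also reaching it, limit read from the data, passing the limit was not always enough; inconclusive means only one of the two conditions met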;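 further: fluorescence polarization rise as delta FosB binds a TAMRA Cdk5 AP-1 oligo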
# Target sequence (P13346 whole entry, looked up): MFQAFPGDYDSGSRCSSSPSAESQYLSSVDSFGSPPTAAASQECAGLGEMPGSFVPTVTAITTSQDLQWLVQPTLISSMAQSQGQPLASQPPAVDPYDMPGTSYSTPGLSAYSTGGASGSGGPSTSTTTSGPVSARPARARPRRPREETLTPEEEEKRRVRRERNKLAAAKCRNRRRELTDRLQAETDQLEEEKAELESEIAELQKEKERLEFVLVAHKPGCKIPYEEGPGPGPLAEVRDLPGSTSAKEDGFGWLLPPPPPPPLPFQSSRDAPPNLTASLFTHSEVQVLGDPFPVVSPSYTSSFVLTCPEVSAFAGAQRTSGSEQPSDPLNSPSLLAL
# Rtt109 HAT inh: inhibitors of Candida albicans Rtt109/Vps75 histone acetyltransferase | hit rate 0.16% among 330,000 | AID 540336 | inhibition, % at 34.9 µM | purified Rtt109/Vps75, ThioGlo CoA-SH fluorescence, 4 h | Q5AAJ8;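 active means inhibition of at least 50% in every replicate; inconclusive means best replicate reaches 50% inhibition but some replicates fall short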
# Target sequence (Q5AAJ8 whole entry, looked up): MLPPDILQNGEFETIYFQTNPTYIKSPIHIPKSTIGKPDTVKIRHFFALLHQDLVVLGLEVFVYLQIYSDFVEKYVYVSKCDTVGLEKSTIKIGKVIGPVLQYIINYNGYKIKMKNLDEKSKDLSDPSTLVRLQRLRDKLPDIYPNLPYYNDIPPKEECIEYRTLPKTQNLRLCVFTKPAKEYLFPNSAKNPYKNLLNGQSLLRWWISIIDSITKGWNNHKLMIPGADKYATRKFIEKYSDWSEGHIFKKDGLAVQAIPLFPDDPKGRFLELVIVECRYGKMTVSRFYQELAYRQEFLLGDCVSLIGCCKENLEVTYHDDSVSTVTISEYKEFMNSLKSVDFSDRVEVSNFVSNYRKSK
# NSD2 inh: NSD2 (human) methyltransferase inhibition; inhibition, % at 12.5 µM; NSD2 peptide methylation, AlphaScreen, 120 min; hit rate 0.54% among 310,000; O96028; in the data active means inhibition above about 50%
# CAL PDZ FP-2: blocks peptide binding to the human CAL PDZ domain. hit rate 0.92% among 300,000. inhibition, % at 24.9 µM. purified CAL PDZ, TMR-peptide fluorescence polarization, 1 h. Q9HD26. AID 602252;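 active means mean inhibition of at least 30% with at least half of replicates also reaching 30%; inconclusive means no clear call, values can overlap the other calls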;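 further: 0% = DMSO neutral control and 100% = excess unlabeled competitor peptide PRC23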
# PvdQ inh: P. aeruginosa PvdQ acylase inhibition. purified PvdQ acylase, fluorescence plate reader. inhibition, % at 10 µM. hit rate 0.063% among 340,000; in the data active means inhibition above about 30%, passing the limit was not always enough; inconclusive means no clear call, values can overlap the other calls;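 further: 0% = vehicle neutral wells and 100% = reference inhibitor wells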
# SR-BI DiI-HDL act: activators of SR-BI mediated HDL lipid uptake; CHO ldlA[mSR-BI] cells, DiI-HDL uptake fluorescence, 3 h; 100 = double the neutral-control signal; activation, % at 12.5 µM; hit rate 0.096% among 320,000; AID 504775;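 active means mean replicate activation of at least 60% and every replicate at or above 60%; inconclusive means mean or all-replicate condition met, but not both; inactive means mean below 60% and not all replicates reaching 60%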;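 further: 0% = median plate neutral-control signal and 100% = twice that signal; values of inactives mirror those of a sister screen read the other way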
#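 Test system: SR-BI-overexpressing, LDLR-lacking CHO cells; Medium: Ham's F12 with 0.5% BSA, HEPES 25 mM, pH 7.4; Schedule: 3 h, 37 °C; Technique: bottom-read fluorescence, 550/595 nm.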
# PfHsp90 set2: inhibits growth of yeast expressing Plasmodium falciparum Hsp90; S. cerevisiae expressing PfHsp90, BacTiter-Glo ATP, 48 h; yeast lacking PDR1 and PDR3 efflux regulators; inhibition, % at 9.4 µM; hit rate 0.32% among 310,000;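 active means every replicate shows inhibition above about 80%, whatever the replicate mean, limit read from the data; inconclusive means mean inhibition reaches the set limit but some replicate falls short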;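 further: 0% = DMSO neutral controls and 100% = 20 µM radicicol positive controls; yeast relying on Plasmodium falciparum Hsp90 in place of its own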
# Numbers without * were called inactive; ? = inconclusive; · = not tested or not shown. Compounds as they come; 4.3% or so of the library scored in one or more.
SMILES,SR-BI HDL uptake,MITF TRPM1 HTS,CAL PDZ FP-1,dFosB activator,Rtt109 HAT inh,NSD2 inh,CAL PDZ FP-2,PvdQ inh,SR-BI DiI-HDL act,PfHsp90 set2
COc1ccc(N(C(=O)Cn2nnc(-c3ccc(F)cc3)n2)C(C)C(=O)NC2CCCC2)cc1OC (configuration not stated),1,7,-1.9,-10,0,-6,-2,0,-1,3
O=C(Nc1ccc(Cl)cc1)Nc1ccc(C(=O)N2CCOCC2)cc1,-14,16,-1.2,-4,-4,-2,-4,-15,14,-18
COc1ccc(C2=NS(=O)(=O)N(C)C(C(=O)NC3CCCC3)=C2)cc1,6,·,-0.3,-3,1,·,·,3,-6,20
COc1cccc2c1cc1c(=O)n(CC(=O)NCCCN3CCN(C)CC3)nc(C)n12,-13,1,-0.2,-12,10,1,-3,5,13,20
Oc1ccc(/C=N/NC(=S)NCC2CCCO2)cc1 (configuration not stated),-6,9,-4.6,-1,3,0,-2,-15,6,5
CC(NC(=O)CCN1C(=O)c2ccccc2S1(=O)=O)c1ccccc1 (configuration not stated),-1,-2,-2.1,2,-4,1,1,-3,1,·
Cc1oc(-c2ccccc2Cl)nc1CSCC(=O)N1CCCC1,-7,23,-1.3,-2,-17,0,-1,-8,7,1
COCCN1C(=O)/C(=C/c2ccc(Oc3ccc([N+](=O)[O-])cn3)c(OC)c2)SC1=Nc1ccccc1,51,·,0.1,-10,-3,·,0,8,-51,-18
CCN(CC(=O)Nc1cccc(C(C)=O)c1)S(=O)(=O)c1ccccc1,12,-1,-0.3,-7,-2,-7,-4,-3,-12,25
COc1ccc(/C=N/NC(=O)c2cccc(NC(=O)c3ccccc3Cl)c2)cc1,22,-9,-4.0,1,14,0,·,-14,-22,-11
Cc1ccnc(NC(=O)CCC(=O)N(CC(=O)NCc2ccc(F)cc2)Cc2ccccc2)c1,5,1,-3.0,-6,-2,·,3,-15,-5,0
CN(CC(=O)Nc1cccc(F)c1)C(=O)COc1cccc2c1OC(C)(C)C2,-4,14,-2.3,-19,1,-7,0,-18,4,-8
COc1cc(C(=S)N2CCCCC2)ccc1O,-26,6,-0.8,4,0,-5,-4,6,26,-2
Brc1ccc(-c2nnc3sc(CNCc4ccc5c(c4)OCO5)cn23)cc1,42,2,-0.9,-3,-4,·,·,0,-42,6
COc1ccc(OCc2cc(C(=O)NCC(C)(C)N3CCOCC3)no2)c(Cl)c1,7,9,-2.6,-6,-7,4,2,-13,-7,-14
Cc1noc(C)c1COc1ccc(C(=O)OCC(=O)N2CC(=O)Nc3ccccc32)cc1,23,0,-3.7,-8,10,1,·,7,-23,1
Cc1ccc(C)c(NC(=O)C2C3C=CC(O3)C2C(=O)O)c1 (configuration not stated),-12,21,-0.5,0,2,0,-5,-1,12,12
CC(C)(C)NC(=O)COc1ccc(S(=O)(=O)N2CCCC2)cc1,-12,·,-0.7,-6,-4,0,-15,-2,12,8
Cc1ccccc1OCCC(=O)Nc1ccc(Cl)cc1F,-6,10,0.0,-3,6,-4,0,12,6,3
O=C(COC(=O)/C=C/c1cccc(C(F)(F)F)c1)NC(=O)NCc1ccccc1,-43,-7,0.3,24*,-1,-1,-4,7,43,-17
COC(=O)[C@@H](NCc1ccc(OC)c(B(O)O)c1)C(C)C,4,-1,0.5,2,-18,·,-11,-5,-4,-17
CCn1c(C)nnc1SCC(=O)Nc1ccc(Cl)cc1,-3,0,0.5,1,6,-2,-3,3,3,-6
CC(Nn1cnnc1)c1cc(Cl)ccc1O (configuration not stated),-4,6,-0.7,0,24,-3,5,6,4,2
Cc1c(CCC(=O)N2CCC(C(=O)O)(c3ccccc3)CC2)c(=O)oc2cc3oc4c(c3cc12)CCCC4,-16,-49,-0.5,-1,-4,·,-3,-12,16,·
CCC(=O)c1cccc2c1N=CC1=C(CC(C)(C)CC1=O)N2,24,1,-0.3,-12,4,0,-1,-14,-24,-18
CC(=O)c1ccc(NC(=O)CSCC(=O)Nc2ccc3ccccc3c2)cc1,12,-5,-2.3,-4,2,2,-1,-12,-12,·
Cc1cc2c(=O)n(C)c(SCC(=O)NC3CCCC3)nc2s1,-2,-6,-3.0,1,-15,0,6,-6,2,11
CCC(C)(CCNC(=O)Cc1ccccc1)c1ccccc1OC (configuration not stated),14,5,-1.4,-4,3,2,-4,-7,-14,-4
CC1(c2nnc(-c3ccccc3)o2)CC(c2cccnc2)=NO1 (configuration not stated),-22,8,0.1,8,-6,·,-2,18,22,2
COc1cc(/C=N/NC(=O)CCN2CCN(c3ccccc3)CC2)cc(OC)c1OC,-8,2,0.4,0,-17,2,1,-4,8,-2

# Sorted by molar mass (lowest first): some entries from above.
SMILES,SR-BI HDL uptake,MITF TRPM1 HTS,CAL PDZ FP-1,dFosB activator,Rtt109 HAT inh,NSD2 inh,CAL PDZ FP-2,PvdQ inh,SR-BI DiI-HDL act,PfHsp90 set2
CC(Nn1cnnc1)c1cc(Cl)ccc1O (configuration not stated),-4,6,-0.7,0,24,-3,5,6,4,2
CC1(c2nnc(-c3ccccc3)o2)CC(c2cccnc2)=NO1 (configuration not stated),-22,8,0.1,8,-6,·,-2,18,22,2
Cc1ccccc1OCCC(=O)Nc1ccc(Cl)cc1F,-6,10,0.0,-3,6,-4,0,12,6,3

# Carrying on.
SMILES,SR-BI HDL uptake,MITF TRPM1 HTS,CAL PDZ FP-1,dFosB activator,Rtt109 HAT inh,NSD2 inh,CAL PDZ FP-2,PvdQ inh,SR-BI DiI-HDL act,PfHsp90 set2
Cc1c(NC(=O)CN2CCN(c3ccc([N+](=O)[O-])cc3)CC2)c(=O)n(-c2ccccc2)n1C,5,-5,-0.2,3,?,2,4,-13,-5,-22
Cn1nc(-c2ccccc2)c(CO)c1Sc1ccccc1,2,13,0.7,1,9,0,-4,2,-2,-5
CC1CCCCC1NC(=O)Cn1c(CN2CCCCC2)nc2ccccc2c1=O (configuration not stated),-6,-14,0.1,-8,·,0,-2,1,6,-27
COCCNC(=O)Cn1c(=O)n(Cc2ccc(C(=O)NCCc3ccc(OC)c(OC)c3)cc2)c(=O)c2ccccc21,·,-1,0.2,1,7,1,-4,-20,·,-26
Cc1ccc(CN2C(=O)c3ccccc3C2C(=O)NCc2cccnc2)cc1 (configuration not stated),-5,·,-0.8,0,-11,·,·,-7,6,7
CCN(C(=O)CSc1ccc2ccccc2n1)C1CCCCC1,7,6,-0.6,-8,15,-2,0,-16,-7,-24
CC1(O)CC2CC1C(C(=O)O)C2C(=O)O (configuration not stated),-15,13,-0.2,-3,-1,-3,0,-8,15,10
CN1CCN(c2ccc(NC(=O)c3ccc(C(F)(F)F)cc3)cn2)CC1,8,3,-0.3,3,-4,2,1,1,-8,8
Cc1ccc(/C=N/NC(=O)c2cc3ccccc3cc2O)o1,-2,8,-4.2,1,-6,50*,-5,3,2,-3
CC(C(=O)Nc1ccc(F)c(F)c1F)N(C)CC(=O)Nc1ccccc1Br (configuration not stated),12,3,-2.3,-6,·,-5,-4,-8,-12,-8
O=C(CN1C(=O)c2cccc3cccc1c23)Nc1ccccc1C(=O)NCc1ccco1,0,5,-1.3,4,-3,-7,-2,5,0,-4
O=C(Nc1cc(C(=O)N2CCOCC2)cc(C(=O)N2CCOCC2)c1)c1cc(F)c(F)cc1Cl,16,-3,-2.8,7,-10,-1,-5,-2,-16,-1
CCCc1cc(=O)[nH]c(SCC(=O)N2CCCc3ccccc32)n1,-2,-8,0.4,-6,7,0,3,-9,2,·
Cc1c(N)cccc1-n1cccc1,-28,-4,-0.3,3,-1,-1,-5,-16,28,23
O=C(CC1CCCC1)Nc1ccc(Br)cc1,·,?,-4.6,-3,4,-4,·,-7,·,19
O=C(CSC1=NCCS1)c1ccc(Cl)cc1,-10,-6,-2.5,-12,0,-1,-1,-10,10,-23
CC[n+]1ccc(C)c2cc(P(=O)(c3ccccc3)c3ccccc3)ccc21,-4,-5,1.1,-10,29,-1,4,-8,4,-15
COc1ccc(NC(=O)CS(=O)(=O)c2cn(CC(=O)N3CCOCC3)c3ccccc23)cc1,·,1,0.0,0,-10,-11,5,3,·,3
Cc1ccccc1NC(=O)CSc1ccc(-c2cccnc2)nn1,3,-4,-0.5,-14,-6,·,-2,-6,-3,-11
OCCN(CCO)CC(O)Cn1c2ccccc2c2ccccc21 (configuration not stated),-18,-10,0.0,4,8,·,7,-3,18,14
CCOC(=O)Cc1csc(NC(=O)CSc2nc3cccnc3n2CC)n1,2,-9,0.3,-2,-1,1,-6,-4,-2,-4
Cc1nc(N2CCCCC2C)c2c(C)c(C(=O)Nc3ccccc3C(F)(F)F)sc2n1 (configuration not stated),26,14,-1.4,-4,-2,-1,-1,-22,-26,-44
O=C(O)c1cccc(NC(=O)C2CC(=O)N(Cc3ccccc3)C2)c1 (configuration not stated),-16,7,-0.2,-7,1,-1,-1,-12,16,-9
CCCCNC(=O)CC(=O)Nc1ccccc1C(=O)O,14,-14,-1.3,6,0,-1,-5,-10,-14,-1

# Sorted by length of the SMILES (highest first): part of the list above
SMILES,SR-BI HDL uptake,MITF TRPM1 HTS,CAL PDZ FP-1,dFosB activator,Rtt109 HAT inh,NSD2 inh,CAL PDZ FP-2,PvdQ inh,SR-BI DiI-HDL act,PfHsp90 set2
COCCNC(=O)Cn1c(=O)n(Cc2ccc(C(=O)NCCc3ccc(OC)c(OC)c3)cc2)c(=O)c2ccccc21,·,-1,0.2,1,7,1,-4,-20,·,-26
O=C(Nc1cc(C(=O)N2CCOCC2)cc(C(=O)N2CCOCC2)c1)c1cc(F)c(F)cc1Cl,16,-3,-2.8,7,-10,-1,-5,-2,-16,-1
CCN(CC(=O)Nc1cccc(C(C)=O)c1)S(=O)(=O)c1ccccc1,12,-1,-0.3,-7,-2,-7,-4,-3,-12,25
CC(NC(=O)CCN1C(=O)c2ccccc2S1(=O)=O)c1ccccc1 (configuration not stated),-1,-2,-2.1,2,-4,1,1,-3,1,·
O=C(Nc1ccc(Cl)cc1)Nc1ccc(C(=O)N2CCOCC2)cc1,-14,16,-1.2,-4,-4,-2,-4,-15,14,-18
CCCc1cc(=O)[nH]c(SCC(=O)N2CCCc3ccccc32)n1,-2,-8,0.4,-6,7,0,3,-9,2,·
CCC(C)(CCNC(=O)Cc1ccccc1)c1ccccc1OC (configuration not stated),14,5,-1.4,-4,3,2,-4,-7,-14,-4
Cc1ccccc1OCCC(=O)Nc1ccc(Cl)cc1F,-6,10,0.0,-3,6,-4,0,12,6,3
CC1(O)CC2CC1C(C(=O)O)C2C(=O)O (configuration not stated),-15,13,-0.2,-3,-1,-3,0,-8,15,10

# High-throughput results deposited in PubChem by Broad Institute.
